PglD DTNB: blocks C. jejuni PglD acetyltransferase activity; actives 0.098% (n = 360,000); purified PglD enzyme, DTNB colorimetric CoA detection; inhibition, % at 12.5 µM; AID 602405; in the data active = inhibition above about 16%, passing the limit was not always enough; inconclusive = no clear call, values can overlap the other calls; note: strong numbers were not always called active
E-sel inducer: E-selectin induction on HUVECs. activation, % at 7.58 µM. actives 0.37% (n = 260,000). HUVEC E-selectin immunofluorescence imaging; normalized: neutral wells 0, TNF-alpha wells 100. P16581;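 active = mean E-selectin-positive cell signal at least 10% of the positive control, reached in at least 60% of replicates, without over 20% cell loss; inconclusive = no rule given, readout overlaps actives, possibly toxicity-flagged; inactive = the rest, including those meeting only one limit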;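 note: in these data hits start at about 27%; measured in HUVEC primary endothelial cells; signal is the percent of cells scored E-selectin positive by PE staining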
Target sequence (P16581 whole entry, looked up): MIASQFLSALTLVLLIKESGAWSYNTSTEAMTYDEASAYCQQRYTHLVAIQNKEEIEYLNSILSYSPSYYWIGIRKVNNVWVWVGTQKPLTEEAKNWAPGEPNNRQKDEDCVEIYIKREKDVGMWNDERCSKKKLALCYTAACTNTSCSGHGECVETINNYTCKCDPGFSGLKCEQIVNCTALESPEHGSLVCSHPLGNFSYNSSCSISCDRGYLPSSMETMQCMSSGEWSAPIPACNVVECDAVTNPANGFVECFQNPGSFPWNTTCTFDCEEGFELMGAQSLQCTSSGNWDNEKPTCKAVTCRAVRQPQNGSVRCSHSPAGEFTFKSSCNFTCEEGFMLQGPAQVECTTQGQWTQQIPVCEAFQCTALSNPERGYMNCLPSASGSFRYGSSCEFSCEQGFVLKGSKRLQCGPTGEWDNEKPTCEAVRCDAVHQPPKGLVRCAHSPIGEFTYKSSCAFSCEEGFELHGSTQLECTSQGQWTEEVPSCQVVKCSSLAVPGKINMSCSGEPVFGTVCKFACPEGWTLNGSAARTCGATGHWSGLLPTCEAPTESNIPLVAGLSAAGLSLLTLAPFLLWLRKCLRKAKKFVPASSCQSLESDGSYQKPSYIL
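Read-out: % PE-positive cells | Test system: HUVEC | Doses: One compound dose added by pin transfer | Buffer or medium: EGM-2 over gelatin coat | Signal: Immunofluorescence imaging | Benchmarks: TNF-alpha, DMSO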
SIRT5 block: inhibitors of human sirtuin-5 desuccinylase; actives 1.1% (n = 330,000); inhibition, % at 15 µM; Q9NXA8; Purified SirT5, succinyl-peptide AMC, trypsin-coupled fluorescence; AID 652115; in the data active = inhibition above about 15%; inconclusive = no clear call, values can overlap the other calls
Target sequence (Q9NXA8 whole entry, looked up): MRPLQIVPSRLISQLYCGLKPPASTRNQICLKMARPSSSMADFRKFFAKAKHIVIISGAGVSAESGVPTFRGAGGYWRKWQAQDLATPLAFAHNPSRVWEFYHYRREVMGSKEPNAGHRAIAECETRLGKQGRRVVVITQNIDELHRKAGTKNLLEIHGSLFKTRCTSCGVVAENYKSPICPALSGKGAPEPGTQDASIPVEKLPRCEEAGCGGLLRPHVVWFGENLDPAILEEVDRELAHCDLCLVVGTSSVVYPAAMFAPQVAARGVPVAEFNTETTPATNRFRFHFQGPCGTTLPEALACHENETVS
Statin myotox sup: suppressors of simvastatin-induced myotoxicity in C2C12 myotubes. ATP luminescence, 48 h; scaled: DMSO 0, geranylgeraniol control 100. rescue of ATP level, % at 7.49 µM. actives 0.78% (n = 330,000). AID 602340;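 active = mean ATP rescue above about 67%, or every replicate alone reaching that limit, limit read from the data, passing the limit was not always enough; inconclusive = no clear call, values can overlap the other calls; inactive = mean under the limit and some replicate under it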;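 note: myotubes were challenged with 10 µM simvastatin during compound exposure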
DENV2 CPE rescue: DENV2-induced cell death inhibition. DENV2-infected cells, cytopathic effect rescue, plate reader. CPE inhibition, % at 9.99 µM. actives 1.7% (n = 350,000); in the data active = CPE inhibition above about 20%, passing the limit was not always enough; inconclusive = no clear call, values can overlap the other calls; tested in BHK-21 cells;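 note: 0% = median of neutral control wells and 100% = median of positive control wells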
S100A4 MyoIIA: inhibitors of human S100A4 binding to myosin IIA peptide. P26447. actives 0.14% (n = 360,000). inhibition, % at 10.7 µM. AID 652163. S100A4/TAMRA-MyoIIA peptide fluorescence polarization;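 active = mean inhibition of at least 70% across replicates, with every replicate also reaching that level; inconclusive = mean inhibition reaches 70% but some replicates fall short; inactive = mean inhibition below 70%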
Target sequence (P26447 whole entry, looked up): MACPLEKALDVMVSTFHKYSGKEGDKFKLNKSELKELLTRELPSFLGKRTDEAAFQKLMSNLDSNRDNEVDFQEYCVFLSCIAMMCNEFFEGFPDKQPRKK
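Material: S100A4 monomer protein / Buffer or medium: 50 mM HEPES pH 7.2, 10 mM CaCl2, 100 mM KCl / Times: 5 min incubation before reading / Benchmarks: neutral control DMSO, positive control TFP / Reagent: labelled myosin peptide probe, 5 nM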
ERp5 block: inhibitors of human ERp5; actives 0.05% (n = 350,000); Q15084; AID 651711; inhibition, % at 9.99 µM; ERp5 insulin aggregation, absorbance 650 nm, 90 min;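 active = mean replicate inhibition above about 25%, with every replicate also reaching it, limit read from the data, passing the limit was not always enough; inconclusive = only one of those two criteria met; inactive = neither criterion met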
Numbers without * were called inactive; ? = inconclusive; . = not tested or not shown; & = joins results of further samples. These rows are one share of the data; rates above refer to the full screens.

SMILES	PglD DTNB	E-sel inducer	SIRT5 block	Statin myotox sup	DENV2 CPE rescue	S100A4 MyoIIA	ERp5 block
C[C@@H]1CN([C@@H](C)CO)C(=O)c2cc(NC(=O)c3ccncc3)ccc2O[C@@H](C)CCCCO[C@H]1CN(C)C(=O)Nc1ccc2c(c1)OCO2	-2	0.0	-5	.	0	1	-2
O=c1c2ccccc2c(/C=N/c2ncn[nH]2)c(O)n1Cc1ccccc1	.	0.1&-0.1	.	.	0	-1	3
COCC(=O)N1C[C@H](C)[C@@H](OC)CN(C)C(=O)c2cc(NC(=O)c3ccccc3)ccc2OC[C@H]1C	0	-0.1	.	4	-3	8	3
COCCCNC(=O)Cn1cc2c(n1)CCC(C)C2 (configuration not stated)	4	0.0	-2	5	-4	0	-3
COc1cccc(-c2cnc3c(c2)C(=O)N([C@H](C)CO)C[C@@H](C)[C@@H](CN(C)Cc2ccc(C(=O)O)cc2)O3)c1	-1	0.0	7	8	5	7	-1
CC(C)NC(=O)N(C)C[C@H]1Oc2ccc(NS(C)(=O)=O)cc2CC(=O)N([C@H](C)CO)C[C@H]1C	2	.	-3	-10	-3	-1	-4
O=C(N/N=C/C(Br)=C/c1ccccc1)c1ccccc1[N+](=O)[O-]	-3	-0.1	2	-13	-1	-2	1
Cc1ccc(S(=O)(=O)Nc2ccc3c(c2)C(=O)N([C@H](C)CO)C[C@H](C)[C@@H](CN(C)C(=O)Nc2ccc4c(c2)OCO4)O3)cc1	6	1.4&-0.1	3	-8	3	-3	3
Cc1cc(=O)oc2cc(OCCCN3C(=O)c4ccccc4C3=O)ccc12	2	-0.1	12	8	?	2	-3
COc1ccc(NC(=O)N(C)C[C@H]2Oc3cc(-c4cccc(C(=O)N(C)C)c4)ccc3S(=O)(=O)N([C@@H](C)CO)C[C@@H]2C)cc1	-2	0.2	-2	-3	-4	0	-5
O=C(CCSCCc1ccccn1)Nc1c(F)cc(F)cc1Br	11	-0.1	.	1	.	.	.
COc1ccc(C(=O)OCC(=O)c2ccccc2)cc1S(=O)(=O)N1CCOCC1	1	.	-3	-6	.	0	1
O=C(CSc1nncs1)N1CCN(S(=O)(=O)c2ccccc2)CC1	0	1.3	-1	-5	5	7	-1
O=C(C[C@H]1CC[C@@H]2[C@H](COC[C@@H](O)CN2C(=O)c2ccncc2)O1)NCc1ccc(-c2ccccc2)cc1	2	0.0	-5	-11	12	21	2
O=C(C1CCCC1)N1CC(=O)N2[C@H](CO)[C@H](c3ccc(C#Cc4cccc(F)c4)cc3)[C@H]2C1	.	1.2	.	.	-12	13	5
CN1c2ccc(-c3ccccc3F)cc2[C@H]2[C@H](CCN2C(=O)NC2CCCCC2)[C@H]1CO	.	0.4	4	.	-10	3	-2
CC1CCN(CCC(=O)N/N=C/c2ccc([N+](=O)[O-])cc2)CC1	6	1.4	-3	2	0	-7	1
COC(=O)[C@H]1C[C@@H]1[C@H](NC(=O)c1ccccc1)c1ccccc1	0	-0.1	-3	6	-11	-3	-1
COCC(=O)N1[C@H](CO)[C@H](c2ccc(C#CC(C)C)cc2)[C@@H]1CNC(C)=O	.	0.0	0	.	-16	0	2
O=S(=O)(NCc1cccnc1)c1ccc(Cl)cc1	-2	-0.1	-4	-1	-1	1	1
CC(C)c1cc2cc3ccc(=O)oc3cc2o1	-1	-0.2	-8	-11	4	4	-2
N#Cc1ccccc1OCC(=O)OCC(=O)NC1CCCCC1	0	.	0	14	?	-7	7
O=C(CCN1C(=O)/C(=C/c2ccccc2Cl)SC1=S)NC1=NCCS1	.	.	.	.	1	-5	-2
O=C1ON(Cc2ccccc2)C(c2ccccc2)N1c1ccccc1 (configuration not stated)	.	3.6	.	.	?	-4	4
Cc1cccc(C(=O)OCC(=O)NCCNC(=O)COC(=O)c2cccc(C)c2C)c1C	-3	.	-2	6	-2	1	-3

Just DENV2 CPE rescue, E-sel inducer and Statin myotox sup, for six of the compounds above:
structure	DENV2 CPE rescue	E-sel inducer	Statin myotox sup
O=S(=O)(NCc1cccnc1)c1ccc(Cl)cc1	-1	-0.1	-1
COc1ccc(NC(=O)N(C)C[C@H]2Oc3cc(-c4cccc(C(=O)N(C)C)c4)ccc3S(=O)(=O)N([C@@H](C)CO)C[C@@H]2C)cc1	-4	0.2	-3
O=C1ON(Cc2ccccc2)C(c2ccccc2)N1c1ccccc1 (configuration not stated)	?	3.6	.
Cc1cccc(C(=O)OCC(=O)NCCNC(=O)COC(=O)c2cccc(C)c2C)c1C	-2	.	6
CC(C)c1cc2cc3ccc(=O)oc3cc2o1	4	-0.2	-11
Cc1cc(=O)oc2cc(OCCCN3C(=O)c4ccccc4C3=O)ccc12	?	-0.1	8

Going on with the list:
SMILES	PglD DTNB	E-sel inducer	SIRT5 block	Statin myotox sup	DENV2 CPE rescue	S100A4 MyoIIA	ERp5 block
Cc1nnsc1S(=O)(=O)Cc1ccccc1C(F)(F)F	4	0.8	-4	1	-2	1	1
C[C@H](CO)N1C[C@H](C)[C@@H](CN(C)Cc2ccc(F)cc2)Oc2ncc(C#Cc3cccnc3)cc2C1=O	0	0.4	2	6	3	10	-3
O=c1[nH]c(=O)n(C2OC(CO)C(O)C2O)cc1Br (configuration not stated)	-1	0.2	-1	6	-1	-3	0
CCOC(=O)c1sc(=S)n(-c2ccccc2Cl)c1C	9	-0.4	-2	-2	-6	3	1
Clc1cc(/C=N\NC2=NCCN2)cc(Cl)n1	-2	-0.2	-31	.	14	-1	1
CCc1ccc(OCCCC(=O)Nc2nnc(C3CCCO3)s2)cc1 (configuration not stated)	.	0.1	4	-3	4	3	3
COc1ccc(CC(NC(=O)c2ccccc2)C(=O)NCC(=O)O)cc1 (configuration not stated)	-2	-0.1	4	5	?	-9	4
Cc1cccc(C)c1NC(=O)C(c1ccccc1OC(F)(F)F)N1CCC(c2ccccc2)CC1 (configuration not stated)	.	0.0	-5	.	-12	0	8
C=CCNC(=O)c1onc(CSc2ccccc2F)c1C(=O)O	-4	1.0	-3	-16	-4	-3	3
C[C@H](CO)N1C[C@H](C)[C@@H](CN(C)C(=O)Nc2ccccc2)Oc2ccc(NC(=O)Nc3ccc(F)cc3)cc2CC1=O	-3	.	-3	-12	0	-9	4
COc1ccc(NC(=O)CCN2CCN(Cc3ccccc3)CC2)c(OC)c1	1	.	0	10	-1	-5	-4
COc1ccc(/C=C2\SC(=Nc3ccccc3Cl)NC2=O)c(OC)c1	7	0.1	0	11	18	7	4
COc1ccc(N(CC(=O)Nc2cc(Cl)ccc2C)S(=O)(=O)c2c(C)n[nH]c2C)cc1	-95	.	-3	12	-4	3	4
O=C(c1ccoc1)N1CCN(c2cc(-c3ccncc3)nc3cc(-c4cccc(Cl)c4)nn23)CC1	.	2.3	-2	-2	-5	1	5
Cc1ccn(-c2n[nH]c(C)c2[N+](=O)[O-])n1	.	.	11	.	-2	-3	1
C[C@H](O)C#Cc1ccc2c(c1)O[C@@H](CN(C)CC1CCCC1)[C@H](C)CN([C@H](C)CO)S2(=O)=O	-2	0.2	2	-152	-11	13	-4
O=C(NC1CCCc2ccccc21)c1ccc(S(=O)(=O)N2CCOCC2)cc1 (configuration not stated)	.	.	1	.	-4	-3	-4
CC1CN(C(=O)c2ccc(OC3CCN(Cc4ccccn4)CC3)cc2)CCN1C (configuration not stated)	5	0.0	-5	-7	?	-1	3
C[C@@H]1CN([C@@H](C)CO)C(=O)c2cc(NC(=O)Nc3cccc4ccccc34)ccc2O[C@@H](C)CCCCO[C@H]1CN(C)C(=O)NC1CCCCC1	4	0.0	4	9	-2	-5	1
O=C1c2ccccc2C(Nc2ccccc2F)N1c1cccnc1 (configuration not stated)	-6	.	1	5	-1	-1	5
Cn1nc(C(F)(F)F)c(-c2ccc(F)cc2)c1NC(=O)c1ccco1	6	.	.	.	-5	-5	5
CC(=O)N1[C@H](CO)[C@H](c2ccccc2)C12CN(C(=O)Cc1ccccc1)C2	.	0.0	-4	.	1	2	2
CC1=C(C(=O)Nc2ccc(F)c(F)c2)C(c2cccs2)NC(=S)N1 (configuration not stated)	-4	-0.1	2	.	-1	-3	3
O=C(NCC1CCCCC1)c1cccc(-c2ccc(O)cc2)c1	5	0.3	-1	-34	-6	-29	0
C[C@H](CO)N1C[C@H](C)[C@@H](CN(C)C(=O)C2CCC2)Oc2cc(C3=CCCCC3)ccc2S1(=O)=O	-1	0.0	2	-62	7	-4	5

Looked up above.
Under DENV2 CPE rescue, CC1=C(C(=O)Nc2ccc(F)c(F)c2)C(c2cccs2)NC(=S)N1 (configuration not stated) is listed with -1
Under S100A4 MyoIIA, O=c1c2ccccc2c(/C=N/c2ncn[nH]2)c(O)n1Cc1ccccc1 is listed with -1

The results go on:
SMILES	PglD DTNB	E-sel inducer	SIRT5 block	Statin myotox sup	DENV2 CPE rescue	S100A4 MyoIIA	ERp5 block
CCOC(=O)C(=O)Cc1cccnn1	.	0.7	.	-2	0	12	1
O=C(C1CC1)N1C[C@H]2[C@@H](c3ccccc31)[C@H](CO)N2C(=O)Cc1ccccn1	-3	0.2	1	-11	63*	6	2
O=C1CCCN1CCCNc1ccc2nnc(CCC(=O)N3CCN(c4ccccc4)CC3)n2n1	0	.	0	-3	-2	-8	0
COc1ccc(OC)c(Nc2c3ccccc3nc3ccccc23)c1	0	0.5	3	-33	10	5	-4
CC(C)CC#Cc1cnc2c(c1)C(=O)N([C@H](C)CO)C[C@@H](C)[C@@H](CN(C)C(=O)Cc1ccncc1)O2	-1	1.2	0	-3	3	-2	-4
O=c1c2ccccc2nnn1COc1ccc(Cl)cc1Br	.	0.6	2	.	-4	-2	0
COc1ccc(N(C)S(=O)(=O)c2cccc(C(=O)Nc3nc4ccccc4[nH]3)c2)cc1	-1	0.0	-5	-24	-2	-16	-3
CN(C)CCNc1ncnc2c1ncn2[C@H]1CN(Cc2ccc(-c3ccccc3)cc2)C[C@@H](CO)O1	7	0.5	-4	-68	?	-4	2
CC(=O)Nc1ccc(S(=O)(=O)Nc2nc3nc(-c4ccccc4)cc(-c4ccccc4)n3n2)cc1	-6	-0.1	-32	17	1	2	0
CN1CCN(C(=O)C[C@@H]2CC[C@H]3[C@@H](COC[C@H](O)CN3Cc3ccc4c(c3)OCO4)O2)CC1	-2	0.0	-1	8	8	8	-1
CCS(=O)(=O)N1CC2(CN(C(=O)c3ccc(F)cc3)[C@H](CO)c3c2c2ccc(OC)cc2n3C)C1	.	0.2	-3	.	22*	-2	4
N#Cc1ccccc1OCC(=O)OCC(=O)c1ccc[nH]1	0	-1.7	3	6	?	-5	.
O=[N+]([O-])c1ccc(N2CCCC2)c([N+](=O)[O-])c1	-7	?	.	.	-3	4	3
c1ccc(CCNCc2ccco2)nc1	-2	0.0	.	-4	-5	1	-1
COc1ccc(S(=O)(=O)N(C)C[C@@H]2Oc3ccc(N(C)C)cc3C(=O)N([C@@H](C)CO)C[C@@H]2C)cc1	-4	.	1	-33	-1	-5	-2
CO[C@H]1CN(C)C(=O)c2cc(NC(C)=O)ccc2OC[C@@H](C)N(CCc2ccccc2)C[C@@H]1C	1	-0.2	1	-15	-2	2	15
CCOc1ccc(NC(=O)c2cccc(-n3cccc3)c2)cc1S(=O)(=O)N1CCOCC1	5	.	-32	0	-8	4	8
C=CCN1C(=NC(=O)COc2ccccc2)SC2CS(=O)(=O)CC21 (configuration not stated)	1	.	3	-4	-6	-4	-4
CC1(C)CC(=O)C=C(NCCN2CCN(C(=S)Nc3ccccc3)CC2)C1	3	.	-6	-1	-8	1	-1
CNc1ncn(-c2c(C)cccc2C)c(=O)n1	.	0.1	.	.	-3	-1	4
CC(=O)N1N=C(c2ccc(Br)cc2)OC12CCCC2	.	.	-1	.	16	0	1
COc1ccc(C(=O)N2CC(=O)Nc3ccc(C)cc3C2c2ccccc2)cc1 (configuration not stated)	-3	0.1	3	26	3	-2	1
COc1ccc(C)cc1NC(=O)CCNC(=O)Cn1ccc2ccccc2c1=O	0	.	-3	3	-7	-2	-1

Bioassay records deposited in PubChem by Broad Institute.
